Assay outcomes deposited in PubChem by NCI.
NCI-60 one-dose screen, 48 h, at 10 µM unless noted. Numbers give growth in % (100 = growth as untreated, 0 = no growth, -100 = all killed).
UACC-62: UACC-62 melanoma; actives 5.4% (n = 81,000); AID 1794756
LOX IMVI: LOX IMVI melanoma | actives 7.4% (n = 79,000) | AID 1794757
MDA-MB-435: MDA-MB-435 melanoma. actives 7.8% (n = 82,000). AID 1794794
SK-MEL-2: SK-MEL-2 melanoma; AID 1794763; actives 4.7% (n = 77,000)
SK-MEL-28: SK-MEL-28 melanoma; actives 4.1% (n = 81,000)
SK-MEL-5: SK-MEL-5 melanoma; actives 6.4% (n = 80,000); AID 1794755
MALME-3M: MALME-3M melanoma | actives 5.8% (n = 78,000)
UACC-257: UACC-257 melanoma; actives 4.4% (n = 78,000)
* hit, by the source's call; · = not tested or not shown; & = joins results of further samples; [ ] = remark or other dose. How the source made its calls: active means growth percent below 10; inactive means the rest. Compounds as they come. Share with any hit: about 12%.

SMILES	UACC-62	LOX IMVI	MDA-MB-435	SK-MEL-2	SK-MEL-28	SK-MEL-5	MALME-3M	UACC-257
O=Cc1ccc(O)c(O)c1	98	91	102	103	92	95	108	94
CC/C(=C(/c1ccc(Cl)cc1)c1ccc(OCCN2CCCCC2)cc1)c1ccccc1	90	86	93	94	93	77	94	85
CCCC1CC(C(C)=O)C(=O)O1 (configuration not stated)	93	98	98	98	101	97	97	88
O=C(SCN1CCCCC1)c1ccccc1	107	100	102	117	104	108	93	95
C[C@]12CC[C@@H]3c4ccc(OC(=O)c5ccccc5)cc4CC[C@H]3[C@@H]1CC[C@@H]2O	68	70	23	102	93	77	153	92
c1ccc2c(c1)[nH]c1c(-c3ccc(-c4nccc5c4[nH]c4ccccc45)cc3)nccc12	105	89	109	96	110	79	93	119
Cc1nn(-c2ccccc2)c2nc(Cl)c(/C=C/C(=O)c3ccc(Br)cc3)c(-c3ccc(Br)cc3)c12	99	99	102	109	111	103	109	105
CCCCCCCCCCCC(=O)OCCP(=O)(OCC)OCC	108	87	122	110	104	105	94	97
Cn1c(=O)c2[nH]c(SCC(=O)c3ccccc3)nc2n(C)c1=O	93	93	87	97	104	95	92	91
CCOC(=O)c1c(N2CCCC2)[nH]c(=O)c(C=Nc2cc(Cl)cc(Cl)c2)c1O	96	91	108	91	137	107	93	109
Cc1ccc(/C=C2\N=C(c3ccccc3)NNC2=O)cc1	92	98	104	·	114	113	117	103
CN(/C(N)=N/N=C(\c1ccccc1)c1ccccn1)C1CCCCC1	100	98	110	105	103	101	97	101

A run of entries from further up:
SMILES	UACC-62	LOX IMVI	MDA-MB-435	SK-MEL-2	SK-MEL-28	SK-MEL-5	MALME-3M	UACC-257
O=Cc1ccc(O)c(O)c1	98	91	102	103	92	95	108	94
CC/C(=C(/c1ccc(Cl)cc1)c1ccc(OCCN2CCCCC2)cc1)c1ccccc1	90	86	93	94	93	77	94	85
CCCC1CC(C(C)=O)C(=O)O1 (configuration not stated)	93	98	98	98	101	97	97	88
O=C(SCN1CCCCC1)c1ccccc1	107	100	102	117	104	108	93	95
C[C@]12CC[C@@H]3c4ccc(OC(=O)c5ccccc5)cc4CC[C@H]3[C@@H]1CC[C@@H]2O	68	70	23	102	93	77	153	92
c1ccc2c(c1)[nH]c1c(-c3ccc(-c4nccc5c4[nH]c4ccccc45)cc3)nccc12	105	89	109	96	110	79	93	119
Cc1nn(-c2ccccc2)c2nc(Cl)c(/C=C/C(=O)c3ccc(Br)cc3)c(-c3ccc(Br)cc3)c12	99	99	102	109	111	103	109	105
CCCCCCCCCCCC(=O)OCCP(=O)(OCC)OCC	108	87	122	110	104	105	94	97
Cn1c(=O)c2[nH]c(SCC(=O)c3ccccc3)nc2n(C)c1=O	93	93	87	97	104	95	92	91
CCOC(=O)c1c(N2CCCC2)[nH]c(=O)c(C=Nc2cc(Cl)cc(Cl)c2)c1O	96	91	108	91	137	107	93	109
Cc1ccc(/C=C2\N=C(c3ccccc3)NNC2=O)cc1	92	98	104	·	114	113	117	103

Later entries:
SMILES	UACC-62	LOX IMVI	MDA-MB-435	SK-MEL-2	SK-MEL-28	SK-MEL-5	MALME-3M	UACC-257
COc1cc2nc(N3CCCC3)nc(Nc3ccccc3)c2cc1OC	-76*	-93*	-61*	-53*	-91*	-98*	-86*	-84*
CC(C)c1cc(C(=O)O)c(O)c(C(C)C)c1.CC(C)c1cc(C(=O)O)c(O)c(C(C)C)c1.[Mn]	95	·	108	118	113	94	103	99
CN1C(=O)C(=Cc2ccc3c(c2)Cc2ccccc2-3)C(=O)N(C)C1=O	108	103	106	122	111	·	114	102
Cc1ccc(S(=O)(=O)NCCCNc2nccc(-c3cn(C(C)(C)C)nc3-c3ccc(F)c(O)c3)n2)cc1	98	101	106	103	95	87	90	99
C=C(C)/C([O-])=N/[N+](C)(C)CC(O)CCCCCCCCCCCC (configuration not stated)	80	93	85	80	91	53	110	39
NS(=O)(=O)c1ccc(CCN2C(=O)/C(=C\c3ccc(Cl)cc3)C=C2c2ccc(Cl)cc2)cc1	79	98	104	104	99	97	97	96
CN1CCN(Cc2ccc(NC(=O)c3nc4ccc5[nH]ncc5c4c4c3CCCC4)cc2C(F)(F)F)CC1	-87*	-95*	-83*	-63*	-86*	-93*	-76*	-80*
Cc1ccc(C)n1C1c2ccccc2Oc2ccccc21	·	93	103	95	123	96	113	95
COC(=O)C(Cc1c[nH]c2ccccc12)N1CC(=O)N2[C@@H](c3ccccc3)SC[C@H]2C1=O (some centres not stated)	102	105	106	102	119	109	103	97
N#Cc1cnc2n(c1=N)CCCCC2	106	96	105	117	99	105	107	103
NC(=O)C1CCC(=O)N1 (configuration not stated)	107	101	116	97	105	104	100	110
Cc1cc(N)nc(C)n1	95	105	107	82	105	108	110	92

Copied from the list.
Under SK-MEL-28, `NS(=O)(=O)c1ccc(CCN2C(=O)/C(=C\c3ccc(Cl)cc3)C=C2c2ccc(Cl)cc2)cc1` is listed with 99
Under SK-MEL-5, `C=C(C)/C([O-])=N/[N+](C)(C)CC(O)CCCCCCCCCCCC` (configuration not stated) is listed with 53

(cont.)
SMILES	UACC-62	LOX IMVI	MDA-MB-435	SK-MEL-2	SK-MEL-28	SK-MEL-5	MALME-3M	UACC-257
O=C1/C(=C/c2cc(Cl)cc(Cl)c2)Cc2cc3c(cc21)OCO3	81	88	94	119	114	103	100	111
C=CC/C(=C/CCC)CCC	101	107	99	110	112	104	118	102
Cc1cccc(NC(=O)CCc2ccc(N3C(N)=NC(N)=NC3(C)C)cc2)c1	25	19	26	60	70	27	47	28
Cc1ccc(Cc2cnc(NC(=O)/C=C/c3cccc(C)c3)s2)cc1	16	·	-45*	52	50	13	31	68
Clc1ccc(C2CC(n3nnnc3-c3ccccc3)=NN2)cc1 (configuration not stated)	103	99	108	99	106	104	96	110
Brc1ccc(-c2nnc3ccc(N/N=C/c4ccccc4)nn23)cc1	88	92	111	108	109	97	111	102
Cn1cccc1C(=O)C1C(c2ccc(F)cc2)C2CCCN2C12C(=O)Nc1ccccc12 (configuration not stated)	89	96	105	107	113	102	103	106
O=C(c1c[nH]c2ccccc12)C(Sc1nc2ccccc2c(=O)[nH]1)c1ccccc1 (configuration not stated)	102	95	115	72	117	100	89	·
CN1C(=O)C(=Cc2cn(Cc3cn(Cc4ccc(Cl)cc4Cl)nn3)c3ccccc23)C(=O)N(C)C1=O	73	85	100	101	107	71	99	97
CC1(C)CC[C@]2(C(=O)OC(=O)[C@]34CCC(C)(C)C[C@@H]3C3=CC[C@@H]5[C@@]6(C)CCCNC(C)(C)[C@@H]6CC[C@@]5(C)[C@]3(C)CC4)CC[C@]3(C)C(=CC[C@@H]4[C@@]5(C)CCCNC(C)(C)[C@@H]5CC[C@]43C)[C@H]2C1	100	98	108	103	110	104	104	101
O=C(CCCCCCC(=O)Nc1cccnc1)NO	25	62	20	29	·	15	-23*	78
CN1CCN(C(=O)Cn2c(-c3ccccc3)csc2=N)CC1	86	87	104	118	100	88	89	106
CCOC(=O)c1c(N)sc2cc(O)ccc12	92	97	107	110	93	104	118	115
Cc1ccc(C(C)C)c(NC(=S)N/N=C/c2ccccc2O)c1	94	96	95	113	108	96	80	116
O=C(N/N=C/c1cc(Cl)ccc1[N+](=O)[O-])c1cccc2ccccc12	90	94	95	95	92	92	94	90
Cc1nn(-c2ccc(F)cc2)c2ncnc(Oc3ccc(NC(=O)Nc4cccc(C(F)(F)F)c4)cc3)c12	82	98	102	102	99	96	96	109
CCOC(=O)CCN(CC(C)C)C(=S)Nc1ccccc1	100	105	102	102	106	102	102	102
O=C(Nc1ccc(Cl)c(Cl)c1)c1ccc(Cl)c(Cl)c1	85	88	100	98	123	100	80	101
CC(=O)Nc1ccc(S(=O)(=O)N2CCN(C3=NS(=O)(=O)c4ccccc4N3c3ccccc3)CC2)cc1	101	102	102	70	122	97	126	98
CC(=O)COc1ccccc1	103	98	114	101	114	94	98	99
CCN(CC)c1nc(C)c(C)c(C#N)c1C#N	92	91	102	92	108	102	102	81
COc1cc(/C=C/C(=O)c2nc3cc(F)ccc3nc2C)cc(OC)c1OC	62	21	75	65	61	81	65	74
COCCOC(=O)c1ccc(C(C)C)cc1	99	96	102	97	110	103	93	81
Cc1ccc(S(=O)(=O)Oc2ccc(Cl)cc2Cl)cc1	82	101	72	110	100	101	93	102
O=C(O)c1ccnc(C(=O)O)c1	106	100	105	91	118	100	97	90
CCOC(=O)c1[nH]cc2c1CCc1sc(Nc3ncccn3)nc1-2	99	98	109	109	116	99	101	97
Cc1cc2nc3c4ccccc4nc-3n(CCN(C)C)c2cc1C	87	88	99	103	101	87	92	117
C=C1C(=O)O[C@H]2[C@H]1CC/C(COC(=O)/C=C\C(=O)NCc1ccc(Cn3c(=O)sn(CCCCC)c3=O)cc1)=C\CC[C@@]1(C)O[C@@H]21	70	63	61	88	91	106	52	76
COC(=O)c1c(C(=O)OC)c2n(CC(=O)Nc3cccc4cccnc34)c3ccccc3n2c1C(=O)c1ccc(Cl)cc1	87	94	·	108	110	94	93	111
COc1ccc2oc3c4[nH]c5ccccc5c4c4c(c3c2c1)C(=O)NC4=O	51	92	78	76	88	77	69	107
COCCOCn1c(N(C)C)c(C#N)c2c(N)ncnc21	83	82	102	·	110	121	122	101
Cc1cnc(N)nc1OCC(C)(C)CNC(=O)c1cccc(-c2ccc(S(=O)(=O)Nc3ccc4c(c3)N(C(=O)C3CC3)CCC4)cc2)c1	48	77	50	68	82	-36*	81	47
O=C1C(c2ccccc2)=C(c2ccccc2)c2ccccc21	67&77	83&97	105&109	97&98	110&108	78&93	108&108	98&100
CCCCOC(=O)c1ccc(NC(=O)C(C)N2CCOCC2)cc1 (configuration not stated)	95	101	113	91	112	104	92	98
Cc1ccc(NC(=O)C(C)S)cc1 (configuration not stated)	99	95	114	98	107	74	142	97
COc1ccc(C2CC(c3cc(OC)c(OC)c(OC)c3)=NO2)cc1OCCCCOc1ccc(-n2c(/C=C/c3ccccc3)nc3ccccc3c2=O)cc1 (configuration not stated)	112	109	114	103	109	102	146	96
CN=C1C=CC(=C(c2ccc(N(C)C)cc2)c2ccc(N(C)C)cc2)C=C1	-50*	-59*	-51*	-52*	-45*	-98*	-57*	-43*
CC[C@]12C=CCN3CC[C@@]4(c5cc([C@H]6CCC(=O)N6)c(OC)cc5N(C)[C@H]4[C@@](O)(C(=O)OC)[C@@H]1OC(C)=O)[C@@H]32	·	108[2.5 µM]	107[2.5 µM]	98[2.5 µM]	·	100[2.5 µM]	98[2.5 µM]	·
Nc1nn2c(-c3cc4ccccc4oc3=O)ccnc2c1N=Nc1ccc(C(=O)O)cc1	106	102	119	92	113	96	88	125
COc1ccc(-c2nn(-c3ccccc3)cc2/C=C2/SC(=S)N(CC(=O)O)C2=O)cc1	90	94	94	110	102	99	100	102
C/C(=N\N1C(=O)c2ccccc2NC1c1ccc(Cl)cc1)c1c(O)cc(C)oc1=O (configuration not stated)	83	96	69	101	98	59	84	84
CCOC(=O)C1(CC)OC12CCCCC2 (configuration not stated)	·	98	97	103	100	97	98	101
COc1ccc([N+](=O)[O-])c(/C=C/C(=O)c2ccccn2)c1	95	41	94	114	100	90	91	97
Nc1nc(-c2nnc(Nc3ccccc3)s2)cs1	118	93	106	102	109	101	93	96
O=C1N(Cc2ccccc2)c2ccccc2C12Nc1ccccc1S2 (configuration not stated)	76	70	99	83	90	81	76	95
COc1ccc(-n2c(SCc3nnc(NC(=O)c4ccccc4)s3)nc3cc(OC)c(OC)cc3c2=O)cc1	93	99	99	·	101	99	94	99
COc1ccc(/C=C2/CN(CCC#N)C/C(=C\c3ccc(OC)cc3)C2=O)cc1	-27*	-54*	-30*	57	6.2*	-0.9*	-45*	17
CCN(CC)CCN1c2ccncc2Sc2ccncc21	96	93	105	98	140	119	108	110
Cc1ccc(S(=O)(=O)NC(CCCNC(=O)OCc2ccccc2)C(=O)O)cc1 (configuration not stated)	119	101	111	·	111	106	97	102
Cc1ccc(/C=N/n2c(CN3CCCC3)nc3ccccc3c2=O)cc1	102	96	101	105	103	100	103	101
CSc1cc(N)[nH]c(=O)n1	100	101	102	93	114	111	106	107
COc1ccc(OC(C)=O)cc1	108	98	112	93	110	109	100	97
CN(C)C(=O)C(=O)C1C=Cc2ccccc21 (configuration not stated)	105	98	108	119	108	99	99	110
NC1CSSCC(C(=O)O)NC1=O (configuration not stated)	99	103	101	108	107	101	108	117
CCOC(=O)Sc1nc2ncncc2[nH]1	106	·	106	106	111	110	·	112
O=C1c2cc3c(cc2-c2c1c1cc(Cl)c(Cl)cc1c(=O)n2CCCn1ccnc1)OCO3	-38*	-54*	18	23	44	-10.0*	23	-17*
COc1ccc(-n2c(SCC(=O)NNC(=S)NC(=O)c3ccccc3)nc3ccc(Cl)cc3c2=O)cc1	77	55	92	115	86	87	83	104
Cc1ccc2nc(-c3ccc(N=Cc4ccccc4O)cc3)sc2c1	85	87	105	101	110	109	90	79
COc1ccc(-c2nc(-c3nc4ccc(C(F)(F)F)cc4[nH]3)cc3c2[nH]c2ccccc23)cc1	78	61	66	68	89	72	89	79
NCCCNc1nc2ccccc2c2c(=O)c3cc(F)cc(Cl)c3sc12	99	79	26	105	107	98	106	114

The list goes on.
SMILES	UACC-62	LOX IMVI	MDA-MB-435	SK-MEL-2	SK-MEL-28	SK-MEL-5	MALME-3M	UACC-257
O=C1c2c(c3c4ccccc4[nH]c3c3ccccc23)C(=O)N1O	72	51	84	97	104	69	115	113
COc1ccc(/C(=N\NC(N)=S)c2ccc(Cl)cc2)cc1OC	19	40	-35*	-24*	48	22	31	43
Cc1cc2c(cc1C)NC1C(=O)C(c3ccccc3Cl)OC1=N2 (configuration not stated)	92	97	106	119	112	99	93	112
CC(C)COC1OCCCC1C(OCC(C)C)C(C)C (configuration not stated)	96	98	109	101	105	102	103	98
COc1ccc(C(=O)CCl)c(O)c1OC	88	·	100	104	104	93	92	95
